High-throughput results (PubChem BioAssay)
VP16 counter = VP16 counterscreen qHTS for inhibitors of ROR gamma transcriptional activity; Drosophila S2 Gal4-VP16 UAS-luciferase, luminescence, 20 h; Potency, µM (top dose mostly 53.6 µM), for inactives: at the top dose activity, negative = inhibition, usual class: inhibitors; 310,000 compounds, 3.5% hits; AID 2546, 2010;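 note: Gal4-VP16 expression switched on by copper sulfate through the metallothionein promoter; potency is the fitted concentration of half-maximal effect; % is set by controls: 0 for no effect and ±100 for the full control effect; nearly all actives have a fitted effect of over 50% in size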
FBPA coupling cs = qHTS Assay for Inhibitors of Fructose-1,6-bisphosphate Aldolase from Giardia Lamblia: Coupling assay counterscreen; coupling enzyme system counterscreen, AmpLite Red fluorescence; 290,000 compounds, 0.67% hits; activity change, negative = inhibition, % at 58.2 µM, hits read low; in the data active = activity change below about -30%; note: % is set by controls: 0 for no effect and ±100 for the full control effect
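Fluorescence at 525 nm excitation and 598 nm emission measured inhibition of the coupled detection system without aldolase. Compounds (at 57.5 uM final) were preincubated 10 min at room temperature with coupling enzyme reagent before a 20 min substrate/AmpLite Red step.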
FLuc modulator = qHTS profiling assay for firefly luciferase inhibitor/activator using purifed enzyme and Km concentrations of substrates (counterscreen for miR-21 project). Luciferin 4-monooxygenase (Photinus pyralis), P08659. purified FLuc, Km substrates, luminescence inhibition. Potency, µM (doses to about 57.5 µM), for inactives: at the highest dose activity change, negative = inhibition, hits mostly inhibitors. 360,000 compounds, 6.9% hits;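 note: potency is the fitted concentration of half-maximal effect; plate controls were vehicle for no effect and reference inhibitor for full effect; nearly all actives have a fitted effect of over 55% in size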
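Purified P. pyralis luciferase (10nM final) with 10uM D-luciferin and 10uM ATP (Km levels) in 50mM Tris acetate pH 7.5, 10mM Mg acetate, 0.01% Tween-20, 0.05% BSA; qHTS 6-point titration, ~60 µM downward; luminescence read.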
ELG1 genotoxic = qHTS screen for small molecules that induce genotoxicity in human embryonic kidney (HEK293T) cells expressing luciferase-tagged ELG1; HEK293T ELG1-luciferase reporter, luminescence, 16 h; Potency, µM (top dose mostly 46 µM), without a hit: at the highest dose activity change, positive = activation, actives largely listed as activators; 330,000 compounds, 1.3% hits; note: potency is the fitted concentration of half-maximal effect; % of control where 0% means no effect; nearly all actives have a fitted effect of over 60% in size
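HEK293T cells expressing luciferase-tagged ELG1 were exposed to compound or DMSO vehicle for 16 hr at 37 °C and 5% CO2. Luciferase activity was then measured with ONE-Glo after 30 min at room temperature.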
NPC1 prom act = qHTS Assay for NPC1 Promoter Activators; Huh7 NPC1 promoter luciferase reporter, 24 h; Potency, µM (highest dose often 9.22 µM), without a hit: at the highest dose activation, hits mostly activators; 320,000 compounds, 2.4% hits; AID 485313, 2010;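 note: potency is the fitted concentration of half-maximal effect; % of control where 0% means no effect; nearly all actives have a fitted effect of over 60% in size; reporter is driven by a mutant NPC1 promoter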
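Stably transfected Huh7 (NPC1 promoter→luciferase), 1500 cells/well in Opti-MEM + 10% FBS, 2 h settle, then compound 24 h at 37 °C. Luminescence after 10 min with Amplite reagent.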
Tb PFK block = qHTS Assay to Find Inhibitors of T. brucei phosphofructokinase | ATP-dependent 6-phosphofructokinase (Trypanosoma brucei brucei), O15648 | T. brucei PFK, ADP-Glo luminescence | Potency, µM (series often up to 57.5 µM), without a hit: at the highest dose activity, negative = inhibition, usual class: inhibitors | 330,000 compounds, 0.17% hits | AID 485367, 2010;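 note: potency is the fitted concentration of half-maximal effect; 0% = uninhibited 1x PFK enzyme wells and -100% = no-enzyme wells; nearly all actives have a fitted effect of over 60% in size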
Target sequence (O15648 whole entry, looked up): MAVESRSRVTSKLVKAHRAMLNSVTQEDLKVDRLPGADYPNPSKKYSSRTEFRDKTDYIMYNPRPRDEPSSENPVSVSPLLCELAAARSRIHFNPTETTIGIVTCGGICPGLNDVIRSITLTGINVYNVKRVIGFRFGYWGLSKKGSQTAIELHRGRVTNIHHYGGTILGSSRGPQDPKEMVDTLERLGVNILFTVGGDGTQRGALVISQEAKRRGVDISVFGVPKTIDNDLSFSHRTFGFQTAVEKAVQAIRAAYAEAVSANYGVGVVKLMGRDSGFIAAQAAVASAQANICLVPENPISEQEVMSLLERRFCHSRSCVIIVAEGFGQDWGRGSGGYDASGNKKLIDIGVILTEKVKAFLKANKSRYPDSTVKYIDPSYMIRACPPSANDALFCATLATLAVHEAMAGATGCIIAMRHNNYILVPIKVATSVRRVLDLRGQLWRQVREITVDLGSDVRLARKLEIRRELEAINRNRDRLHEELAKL
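ADP-Glo luminescence quantified ADP after 45 min at room temperature, with 1.25 nM T. brucei PFK, 0.1 mM ATP and 0.5 mM fructose-6-phosphate in pH 8.0 TEA buffer. qHTS titrations up to 57 µM; curves classified by quality.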
uPA generation = qHTS for Inhibitors of Cell Surface uPA Generation. cell surface uPA generation assay, qHTS. Potency, µM (doses to about 38.3 µM), without a hit: top-dose activity change, negative = inhibition, usual class: inhibitors. 330,000 compounds, 0.31% hits; active = well fitted inhibition curve with a large enough effect; inconclusive = small, poorly fitted or top-dose-only effect; inactive = no such curve, though single readings can be large or run the other way; tested in mouse RAW 264.7 cells; note: potency is the fitted concentration of half-maximal effect; % is set by controls: 0 for no effect and ±100 for the full control effect; nearly all actives have a fitted effect of over 55% in size
RORg inh = qHTS for inhibitors of ROR gamma transcriptional activity; Nuclear receptor ROR-gamma (Mus musculus), P51450; Drosophila S2 Gal4-RORgamma UAS-luciferase reporter, 20 h; Potency, µM (highest dose often 53.6 µM), for the others: top-dose activity change, negative = inhibition, most hits filed as inhibitors; 310,000 compounds, 5.4% hits; AID 2551, 2010; note: potency is the fitted concentration of half-maximal effect; % is set by controls: 0 for no effect and ±100 for the full control effect; nearly all actives have a fitted effect of over 60% in size
Target sequence (P51450 whole entry, looked up, the tested form may be a part): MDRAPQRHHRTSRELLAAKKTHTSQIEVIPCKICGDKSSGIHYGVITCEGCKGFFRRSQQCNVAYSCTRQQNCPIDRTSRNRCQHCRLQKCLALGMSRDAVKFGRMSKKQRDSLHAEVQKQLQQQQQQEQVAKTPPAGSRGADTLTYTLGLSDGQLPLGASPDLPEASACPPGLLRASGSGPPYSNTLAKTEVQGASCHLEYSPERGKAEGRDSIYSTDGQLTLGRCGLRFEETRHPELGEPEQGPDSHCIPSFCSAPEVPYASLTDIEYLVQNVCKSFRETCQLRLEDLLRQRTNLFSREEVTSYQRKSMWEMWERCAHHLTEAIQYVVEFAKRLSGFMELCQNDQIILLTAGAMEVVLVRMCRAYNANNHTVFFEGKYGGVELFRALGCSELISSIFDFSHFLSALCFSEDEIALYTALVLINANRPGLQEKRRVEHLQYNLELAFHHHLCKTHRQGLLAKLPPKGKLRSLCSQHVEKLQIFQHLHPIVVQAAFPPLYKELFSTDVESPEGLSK
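Using a luciferase readout, inhibitors were identified by reduced reporter activity in Drosophila cells coexpressing a copper-inducible Gal4–ROR gamma fusion and UAS-driven Photinus luciferase, incubated 20 hr after 700 uM copper sulfate.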
Giardia kill = Small Molecules that selectively kill Giardia lamblia: qHTS; AID 540267, 2011; 340,000 compounds, 0.15% hits; Giardia lamblia trophozoite viability; activity change, % at 7.66 µM, hits read low; in the data active = activity change below about -80%; inconclusive = between about -30% and that limit;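 note: parasites exposed to compound for two days anaerobically before the ATP read; % is set by controls: 0 for no effect and ±100 for the full control effect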
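Anaerobic 48 hrs incubation at 37 deg C of 100 trophozoites/well with test compounds; ATPLite 1-Step luminescence, 15-30 min RT, reports cellular ATP as viability.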
Rab9 promoter act = qHTS Assay for Rab9 Promoter Activators; Huh7 Rab9 promoter-luciferase reporter, luminescence, 24 h; Potency, µM (titrated, usually from 9.22 µM), for the others: top-dose activation, negative = inhibition, most hits filed as activators; 320,000 compounds, 2.8% hits; AID 485297, 2010; note: potency is the fitted concentration of half-maximal effect; % of control where 0% means no effect; nearly all actives have a fitted effect of over 60% in size
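Using Huh7 cells stably transfected with Rab9 promoter–luciferase, compounds were incubated 24 h at 37 °C, 5% CO2; luciferase luminescence was read 10 min after reagent addition.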
KCNH2 3.1 inh = qHTS for Inhibitors of KCHN2 3.1: Mutant qHTS; Potassium voltage-gated channel subfamily H member 2, brain isoform KCNH2 3.1 (human); activity change, % (tested at about 1.8 µM); U2OS KCNH2 3.1, thallium flux FluxOr; hits give low values; 340,000 compounds, 0.95% hits;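 active = maximum activity change below -70%; inconclusive = maximum activity change from -70% to -50%; inactive = maximum activity change above -50%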;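 note: thallium influx rate constant from kinetic fluorescence after stimulation buffer; % is set by controls: 0 for no effect and ±100 for the full control effect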
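FluxOr-based Tl+ influx in U2OS cells transduced with KCNH2 3.1 virus; rate constants normalized to DMSO controls.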
* = called active by the depositor; ? = inconclusive; · = not tested or not shown; & = joins results of further samples; [ ] = dose if it differs, or a comment. Unless noted, calls come from the whole dose curve; as a rule, active = well fitted curve in the direction sought with a large enough effect; inconclusive = small, poorly fitted or top-dose-only effect, or another doubt; inactive = no such curve, though single readings can be large; an effect the other way counts as inactive or inconclusive.

SMILES	VP16 counter	FBPA coupling cs	FLuc modulator	ELG1 genotoxic	NPC1 prom act	Tb PFK block	uPA generation	RORg inh	Giardia kill	Rab9 promoter act	KCNH2 3.1 inh
Cc1ccc(Oc2nsnc2N2CCOCC2)cc1	-5.5%	0.5	-1.1%	-0.1%	-1.8%	-0.1%	-0.1%	10.0%	17.9	3.4%	12.6
Cc1nc(=O)c(-c2ccccc2)c(C)n1CCCO	1.4%	4.6	0.0%	2.0%	-0.7%	-1.6%	-0.4%	-13.2%	-3.0	-0.9%	3.9
COc1cc(OC)cc(C(=O)Nc2nc3ccccc3[nH]2)c1	5.62µM*	-6.2	10.7µM*	?	20.8%	1.7%	-7.2%	3.16µM*	-4.8	?	-5.6
CCN(C(=O)c1cccc(F)c1)c1ccccc1C	-2.5%	-2.8	0.8%	11.7%	1.7%	-6.1%	4.2%	2.1%	15.5	-7.8%	-8.6
Cc1cc(C)cc(OCC(=O)OCC(=O)NC2CC2)c1	·	·	·	4.1%	·	6.5%	4.8%	·	-17.8	·	15.9
COC(=O)C1CC(=O)N(CCc2c[nH]c3ccccc23)C1 (stereo not given)	-12.9%	-2.2	-3.0%	1.4%	15.3%	-5.2%	-1.7%	-0.6%	13.4	-0.8%	-0.8
O=C(CN1C(=O)NC2(CCCCC2)C1=O)Nc1ccccc1Cl	-1.8%	0.5	12.4%	-0.2%	0.1%	0.3%	1.0%	0.3%[10 µM]	12.1	-5.9%	-4.6
CCCCOC(=O)Nc1ccc(C(C)C)cc1	8.7%	-3.2	9.53µM*	?	?	0.7%	8.9%	?	-18.6	?	-11.2
COc1ccccc1CNC(=O)C(C)Sc1ccc(C)cc1 (stereo not given)	3.1%	2.4	1.6%	0.0%	-4.3%	0.1%	1.7%	14.5%	-9.1	-10.0%	-1.8
CCN(Cc1ccc(O)cc1)CC1CCCN(CCc2cccc(F)c2)C1 (stereo not given)	-11.4%	1.2	-2.8%	-4.5%	-0.9%	0.0%	8.8%	?	-2.6	-3.0%	2.2
C[C@H](NC(=O)C1CCN(S(=O)(=O)c2ccccc2)CC1)C(=O)NCc1cccc(C(F)(F)F)c1	1.6%	·	1.6%	-3.2%	-1.1%	0.4%	-4.2%	22.0%	9.7	4.5%	-6.3
Cc1c(CC(=O)O)c(=O)oc2cc3occ(-c4ccc(F)cc4)c3cc12	1.9%	6.6	?	14.2%	15.1%	2.0%	3.1%	0.5%	10.6	6.8%	5.3
CCc1ccc(/C=C2\SC(N3CCCC3)=NC2=O)cc1	?	3.7	16.9µM*	3.2%	-0.5%	15.6%	-10.9%	?	12.3	-5.3%	24.6
CCOCC(=O)Nc1c(C(=O)Nc2ccc3c(c2)OCO3)oc2ccccc12	-5.8%	0.8	0.9%	?	?	-0.4%	-1.9%	-8.6%	21.5	?	-8.4
O=C(CCCn1c(SCC(=O)c2ccc(F)cc2)nc2ccccc2c1=O)NCc1ccco1	-20.4%	-1.3	1.4%	5.8%	-0.2%	-1.7%	·	15.5%	1.4	0.1%	-6.7
O=C(NCc1ccccc1)c1cc[n+](CC(=O)c2cccs2)cc1	0.1%	-1.9	-2.6%	4.3%	0.3%	1.6%	1.8%	?	-18.6	1.3%	5.3
O=c1cc(N2CCCCC2)c(-c2ccccc2)nn1Cc1cccc(F)c1	5.9%	4.7	?	-9.6%	-6.7%	-1.4%	12.1%	-0.5%	-8.9	-9.7%	-9.9
COc1cc(O)c(C(CC(=O)N2CCOCC2)c2ccc(N(C)C)cc2)c(OC)c1 (stereo not given)	-6.7%&-0.5%	-9.0&-17.9	-0.7%	3.4%	-5.8%	?	25.4%	-36.8%&10.2%	-2.8&-11.3	-9.3%	·
c1cnc(N2CCN(c3ncnc4c3oc3ccccc34)CC2)nc1	-0.2%	4.1	-0.8%	12.4%	-1.7%	2.7%	·	30.3%	·	8.5%	·
CCNc1nc(NCC)n2c(SCC(=O)Nc3ccc(C)c(C)c3)nnc2n1	·	·	3.3%	-3.0%	-11.4%	13.5µM*	0.5%	·	?	0.2%	-19.4
Nc1ccccc1Nc1ccccc1	-12.2%	-0.2	-6.4%	-9.7%	-5.3%	-11.4%	3.8%	12.6µM*	0.7	-0.4%[1.84 µM]	-0.7
Cc1cc(NS(=O)(=O)c2ccc(NC(=O)CNS(=O)(=O)c3ccccc3)cc2)nc(C)n1	·	·	·	1.3%	·	2.6%	0.4%	·	-3.1	·	9.6
CCN(CC)S(=O)(=O)c1ccc2[nH]cc(C(=O)NC3CC3)c(=O)c2c1	19.6%	-0.4	-14.9%	-0.1%	0.2%	-4.1%	-9.9%	16.7%	-10.8	-4.6%	3.1
CSc1ccc(CCNS(=O)(=O)c2csc(C(N)=O)c2)cc1	?	·	-2.3%	-0.2%	-2.8%	0.5%	-1.9%	27.4%	-0.9	0.2%	-1.7
Clc1ccc(OCCn2ccnc2)c(Br)c1	-2.0%	1.8	-11.0%	-0.3%	-0.5%	-8.7%	3.5%	-0.9%	5.6	0.5%	-18.5
COc1ccc(OCC(=O)Nc2ccccc2O)cc1	?	0.5	21.3µM*	9.2µM*	24.8%	-2.4%	·	?	4.2	?	-12.1
O=C(CCCn1c(=S)[nH]c2cc3c(cc2c1=O)OCO3)NCc1ccccc1Cl	-17.2%	0.5	3.6%	-0.2%[9.26 µM]	-3.2%	0.5%	2.9%	-36.3%	-17.2	3.1%	2.0
CCOc1ccc(N=C(C)c2ccccc2O)cc1	-3.3%	-0.2	21.3µM*	-0.3%	0.7%	-6.6%	-4.5%	-7.9%	-17.4	3.4%	-0.7
COc1ccccc1/C=C/C=N/N1CCN(Cc2cccc3ccccc23)CC1	-1.2%	-2.1	1.2%	-4.6%	6.5%	-1.1%	0.8%	9.1%	-17.4	0.4%	·
COc1ccccc1OCCNC(=O)c1ccc2c(c1)CCC2	-1.4%	1.4	15.1µM*	13µM*	?	4.0%	·	14.2%	-5.4	?	0.9
O=C1CCCCN1CCC(=O)N1CCCC(N2CCN(c3ccccc3)CC2)C1 (stereo not given)	1.1%	·	-2.2%	3.3%	6.9%	1.2%	6.3%	-6.1%	9.0	0.2%	9.9
O=C(CCN1C(=O)/C(=C/c2ccccc2)SC1=S)Nc1cccnc1	1.3%	-0.7	-9.9%	-0.6%	-0.5%	-0.7%	9.6%	?	-6.3	3.0%	1.1
Cc1ccc(-n2c(Cc3cccs3)nnc2SCC(=O)Nc2ccc(S(N)(=O)=O)cc2)cc1	2.8%	3.7	1.2%	-6.2%	-1.1%	-6.3%	-1.0%	29.1%	1.5	-4.2%	-11.1
CCN(CC)S(=O)(=O)c1ccc(C)c(NC(=O)COC(=O)CCC(=O)c2cccs2)c1	·	·	2.4%	3.8%	-1.4%	0.1%	-3.5%	·	4.3	-7.5%	6.6
CN(C)/C=C/C(=O)c1cnc(-c2ccccn2)s1	-1.3%	1.2	?	25.3%	3.16µM*	1.2%	-2.0%	-7.9%	8.9	1.58µM*	-1.9
CCOc1ccccc1NC(=O)c1ccc(CN2CCc3ccccc3C2)cc1	-1.3%	-0.4	-1.6%	-6.3%	-0.3%	0.4%	5.3%	11.5%	12.2	4.0%	-7.8
CC(C)=C(NC(=O)c1ccccc1)C(=O)NCCCC(=O)O	-15.5%	5.4	-0.9%	-5.4%	-1.3%	-0.5%	3.5%	0.0%	4.2	7.0%	14.4
COC(=O)C1=C(C(=O)OC)SC2(S1)C(C(=O)OC)=C(C(=O)OC)SC1=C2c2cc(C)cc(C)c2NC1(C)C	-17.1%	-2.2	-2.4%	·	·	·	-6.0%	12.6µM*	5.6	·	-1.6
COc1cccc(CNC(=O)CCC2CCCN(c3cc(C)nc(N)n3)C2)c1 (stereo not given)	-0.9%	-1.2	-1.5%	-2.4%	-2.7%	-7.7%	0.9%	-13.7%	0.4	0.1%	7.6
COc1ccc(COCC(O)CN2CC(C)OC(C)C2)cc1OC (stereo not given)	-1.2%	0.1	10.2%	1.1%	-0.8%	-0.4%	-0.2%	-28.6%	-12.0	-9.6%	-5.9
COc1ccccc1NC(=O)N1CCN(C)CC1	6.0%	-0.2	0.0%	0.1%	-6.9%	-1.6%	9.7%	-2.8%	-4.5	-3.4%	5.6
